Bioassay records from PubChem.
ALOX12 inh: ALOX12 (human) lipoxygenase inhibition; P18054; purified 12hLO, xylenol orange hydroperoxide absorbance; Potency, µM (titrated, usually from 108 µM), for the others: at the top dose activity change, negative = inhibition, most hits filed as inhibitors; hit rate 1.1% among 580,000; active means well fitted inhibition curve with a large enough effect; inconclusive means small, poorly fitted or top-dose-only effect, or another doubt; inactive means no such curve, though single readings can be large or run the other way
Target sequence (P18054 whole entry, looked up): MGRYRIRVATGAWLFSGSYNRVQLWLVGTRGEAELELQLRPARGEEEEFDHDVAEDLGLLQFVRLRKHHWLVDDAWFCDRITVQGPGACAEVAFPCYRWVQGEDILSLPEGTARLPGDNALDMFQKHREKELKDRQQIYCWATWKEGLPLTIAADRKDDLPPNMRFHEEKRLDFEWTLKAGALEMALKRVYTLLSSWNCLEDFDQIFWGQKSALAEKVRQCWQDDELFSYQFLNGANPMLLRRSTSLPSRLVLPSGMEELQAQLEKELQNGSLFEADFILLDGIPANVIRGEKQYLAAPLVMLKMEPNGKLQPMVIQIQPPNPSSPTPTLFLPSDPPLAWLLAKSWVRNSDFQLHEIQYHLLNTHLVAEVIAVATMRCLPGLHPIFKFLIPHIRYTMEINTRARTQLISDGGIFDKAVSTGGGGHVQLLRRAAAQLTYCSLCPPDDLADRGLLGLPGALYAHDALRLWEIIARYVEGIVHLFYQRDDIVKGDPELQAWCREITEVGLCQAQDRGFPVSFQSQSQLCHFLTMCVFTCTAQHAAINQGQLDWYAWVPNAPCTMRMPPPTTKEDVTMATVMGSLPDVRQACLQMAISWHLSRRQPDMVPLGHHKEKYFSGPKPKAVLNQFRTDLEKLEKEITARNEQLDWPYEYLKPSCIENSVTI
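Purified human 12hLO at 150 nM in 25 mM Hepes, 0.01% Triton X-100, pH 7.0, preincubated 15 min at room temperature with compound. Reaction started with 40 uM arachidonic acid, 30 min at room temperature. Hydroperoxide measured by Fe-xylenol orange, 573/405 nm absorbance ratio.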
Active calls of the source: *; & = joins results of further samples; [ ] = dose if it differs, or a comment. On the % scale 0 is the no-effect control and ±100 the full control effect; potency means the concentration at half of the fitted maximal effect. Only part of the results is shown. The share of hits here may be higher or lower than overall.

Start of the data: the first six compounds (preview)
`COC[C@@H]1CN(C(=O)c2cc3ccccc3[nH]2)C[C@H]1c1ccncc1` gave ALOX12 inh 11.3%.
Screening O=C1CCCCC(CNC(=O)c2ccco2)N1 (stereo not drawn) returned ALOX12 inh -2.1%.
Screening Cc1onc(-c2ccccc2Cl)c1C(=O)N1CCN(S(=O)(=O)c2ccc3c(c2)CCC3)CC1 returned ALOX12 inh 31.9%.
Screening O=C(CN1CCN(c2ccccc2)CC1)NCC(F)(F)F returned ALOX12 inh 12.8%.
Screening CC(C)c1ccccc1NC(=O)/C=C/c1ccc(F)cc1 returned ALOX12 inh 2.4%.
Screening O=C(Nc1ccc(-c2nnn(CC(=O)N3CCN(C(=O)c4ccco4)CC3)n2)cc1)c1ccccc1F returned ALOX12 inh -13.0%.

The whole of this part (from the top)
`COC[C@@H]1CN(C(=O)c2cc3ccccc3[nH]2)C[C@H]1c1ccncc1` gave ALOX12 inh 11.3%.
Screening O=C1CCCCC(CNC(=O)c2ccco2)N1 (stereo not drawn) returned ALOX12 inh -2.1%.
Screening Cc1onc(-c2ccccc2Cl)c1C(=O)N1CCN(S(=O)(=O)c2ccc3c(c2)CCC3)CC1 returned ALOX12 inh 31.9%.
Screening O=C(CN1CCN(c2ccccc2)CC1)NCC(F)(F)F returned ALOX12 inh 12.8%.
Screening CC(C)c1ccccc1NC(=O)/C=C/c1ccc(F)cc1 returned ALOX12 inh 2.4%.
Screening O=C(Nc1ccc(-c2nnn(CC(=O)N3CCN(C(=O)c4ccco4)CC3)n2)cc1)c1ccccc1F returned ALOX12 inh -13.0%.
For Cn1nc(-c2nncn2CC2CC2)c2c1CCN(C(=O)c1cn[nH]c1-c1ccccc1)C2 the results were ALOX12 inh 37.8%[activator].
Screening CS(=O)(=O)N(C1CC1)C1CCOC2(CCN(C(=O)CCC3CCCC3)CC2)C1 (stereo not drawn) returned ALOX12 inh 14.1%.
For COCCCN(C)Cc1cccc(C#N)c1 the results were ALOX12 inh -3.7%.
Cc1ccccc1-c1nc(C#N)c(NCC2CCCO2)o1 (stereo not drawn) was read as ALOX12 inh -5.0%.
For CC(=O)NC1(C)CCN(Cc2ccccc2-c2ccccc2Oc2ccccc2)C1 (stereo not drawn) the results were ALOX12 inh 35.5µM*.
CCN1CC2(CCN(C(=O)c3cccc(N4CCOCC4)c3)CC2)OC1=O was read as ALOX12 inh 52.2%[activator].
`COc1ccc(-c2cc(N3CCC(NC(=O)c4cccc(F)c4)CC3)n[nH]2)cc1` gave ALOX12 inh 26.1%.
COc1ccc2cnn(CC(=O)Nc3ccccc3Br)c(=O)c2c1OC was read as ALOX12 inh -16.2%.
Screening Cc1ccc(-c2cc(C(=O)O)c3ccc(C)c(C)c3n2)s1 returned ALOX12 inh -8.0%&17.2%.
COC(=O)C1(NC(=O)c2ccc3c(c2)OCCCO3)CCCCC1 was read as ALOX12 inh 4.1%.
O=C(COC(=O)c1c[nH]c2ccccc12)NC(=O)NC1CCCC1 was read as ALOX12 inh -1.9%.
COc1cccc(Cn2nnc3c(=O)[nH]c(C4CCN(C(=O)c5ccccc5)CC4)nc32)c1 was read as ALOX12 inh -3.3%.
O=C(O)c1ccc(CC2CCN(C(=O)CCn3cccc3)C2)cc1 (stereo not drawn) was read as ALOX12 inh 23.6%.
CC(C)c1ccc(S(=O)(=O)NCCc2ncc3ccccn23)cc1 was read as ALOX12 inh -10.7%.

Part of the list above in order of SMILES length, largest number first.
O=C(COC(=O)c1c[nH]c2ccccc12)NC(=O)NC1CCCC1 was read as ALOX12 inh -1.9%.
O=C(O)c1ccc(CC2CCN(C(=O)CCn3cccc3)C2)cc1 (stereo not drawn) was read as ALOX12 inh 23.6%.
Screening O=C(CN1CCN(c2ccccc2)CC1)NCC(F)(F)F returned ALOX12 inh 12.8%.

2 records picked at random from those above:
O=C(O)c1ccc(CC2CCN(C(=O)CCn3cccc3)C2)cc1 (stereo not drawn) was read as ALOX12 inh 23.6%.
`COC[C@@H]1CN(C(=O)c2cc3ccccc3[nH]2)C[C@H]1c1ccncc1` gave ALOX12 inh 11.3%.

The list continues.
Screening COc1ccc(CN2C=C(C(=O)OCc3noc(-c4cccc(OC)c4)n3)C(C)=NS2(=O)=O)cc1 returned ALOX12 inh -5.1%.
For CN1CCCCCC1=NCCCn1cnc2c1c(=O)[nH]c(=O)n2C the results were ALOX12 inh inconclusive.
For CCCCCCCc1c(C(=O)O)c2ccccc2c2ccccc12 the results were ALOX12 inh inconclusive.
For Cc1ccsc1CN1CC(Oc2ccccc2C(=O)NC2CC2)C1 the results were ALOX12 inh 22.1%.
CC1CCN(CC(=O)N(C)CC(=O)Nc2ccc(Cl)c(C(F)(F)F)c2)CC1 was read as ALOX12 inh -19.7%.
For Cc1noc([C@@H](C)NC(=O)NC2(c3ccccc3)CCOCC2)c1C(=O)O the results were ALOX12 inh 4.2%[176 µM].
O=C(NCCC1CCN(C(=O)Nc2cc(F)cc(F)c2)CC1)c1ccc(F)cc1 was read as ALOX12 inh inconclusive.
Screening O=C(c1ccccc1OCC1CCCN(Cc2nccs2)C1)N1CCCCC1 (stereo not drawn) returned ALOX12 inh 6.7%.
Screening Cc1nc2sc3c(c2c2nc(C(=O)NCCN(C)C)nn12)CCC3 returned ALOX12 inh 6.4%.
Screening O=C(C1CC1)N1CCC2(C1)C(=O)N(CCc1ccccc1)c1ccccc12 (stereo not drawn) returned ALOX12 inh 4.8%&41.2%.
Cc1noc(-c2ccn3c(CNC(=O)c4ccc(C)c(F)c4)nnc3c2)n1 was read as ALOX12 inh 13.9%.
COc1ccc(Cn2c(C3CCN(C(=O)C(C)c4ccccc4)CC3)n[nH]c2=O)cc1 (stereo not drawn) was read as ALOX12 inh inconclusive.
For c1ccc(CN2CCC(N3CC(OCC4CC4)C34CCOCC4)CC2)cc1 (stereo not drawn) the results were ALOX12 inh 30.1%.
For O=C(O)CNS(=O)(=O)c1cccs1 the results were ALOX12 inh inconclusive.
CCC(=O)N1CCC(N2CC(OCC3CC3)C23CCOCC3)CC1 (stereo not drawn) was read as ALOX12 inh 25.1%.
`COc1ccc(N(C(C)C(=O)NCc2ccc(Cl)cc2Cl)S(C)(=O)=O)cc1` (stereo not drawn) gave ALOX12 inh -10.7%.
For O=C(CCC(=O)c1cccs1)NCc1ccc(OCc2cccnc2)cc1 the results were ALOX12 inh -17.3%.
`Cc1ccccc1C(=O)N[C@H]1[C@H](O)[C@H](O)C[C@@H]1c1ccc(N2CCOCC2)nc1` gave ALOX12 inh 1.2%[176 µM].
Screening Cc1cc(C(=O)N2CC[C@H](NS(=O)(=O)c3cccs3)C[C@H]2C(=O)N[C@@H](Cc2cccs2)C(N)=O)n(C)n1 returned ALOX12 inh 34.0%.
Screening Clc1ccc(-c2cnc([C@@H]3COCCN3C3CCOCC3)[nH]2)cc1 returned ALOX12 inh 13.5%[176 µM].
`CCc1ccc(-c2csc(Nc3ccc(S(=O)(=O)Nc4nc(C)cc(C)n4)cc3)n2)cc1` gave ALOX12 inh inconclusive.
Screening O=S(=O)(/N=c1\ssc(-c2ccccc2)c1Cl)c1ccccc1 returned ALOX12 inh -13.4%.
`CC[n+]1c(C)ccc2ccccc21` gave ALOX12 inh 15.8µM*.
CC1(C)[C@H](Cc2cc(CN3CCCCC3)on2)C[C@@H]1NCc1ccccn1 was read as ALOX12 inh 40.9%[activator][176 µM].
For O=C1COc2ccc(-c3ccsc3)nc2CN1Cc1ccccc1F the results were ALOX12 inh 16.8%[176 µM].
For CCCCCCCCCCS(=O)CCO (stereo not drawn) the results were ALOX12 inh 5.0%.
COCCN1C(=O)CS(=O)(=O)C12CCN(C(=O)c1cc(F)ccc1F)CC2 was read as ALOX12 inh 32.0%.
For CCOc1ccccc1C(=O)NC12CC3CC(CC(C3)C1)C2 the results were ALOX12 inh inconclusive.
Screening O=C(c1ccccc1F)N1CCC2(CNc3ccccc3[S+](=O)([O-])N2)C1 (stereo not drawn) returned ALOX12 inh 8.1%.
CC1(C)C(=O)Nc2ccc(S(=O)(=O)N3CCCC(c4nn[nH]n4)C3)cc21 (stereo not drawn) was read as ALOX12 inh 11.0%.
CN1CCC(NC[C@H]2O[C@@H]3C[C@@H](CC(=O)NCc4cnn(C)c4)O[C@@H]3[C@@H]2O)CC1 was read as ALOX12 inh 6.3%[176 µM].
COc1ccc(NC(=O)CC2=C3CCCCC3NC2=O)cn1 (stereo not drawn) was read as ALOX12 inh 22.1%.
Cc1ccc(OCC(=O)N2C[C@@H](Oc3ccccc3)C[C@@H]2C(=O)N2CCOCC2)cc1 was read as ALOX12 inh 16.5%.
CCOC1C(C2COC3(CCCCC3)O2)OC2OC3(CCCCC3)OC21 (stereo not drawn) was read as ALOX12 inh -10.5%.
Screening CN(Cc1ccsc1)C(=O)Cc1cccs1 returned ALOX12 inh 1.3%.
Screening CCn1ncc(N2CCC(NC(=O)c3ccc(OC)cc3C)CC2)cc1=O returned ALOX12 inh -3.3%.
Cc1ccc(-c2nc(CN3CCCC3c3ccsc3)co2)cc1 (stereo not drawn) was read as ALOX12 inh inconclusive.
For COc1ccc(CN2C[C@@H](CN3CCCCC3)[C@@H](CO)C2)cc1O the results were ALOX12 inh 56.9%[activator].
O=C(N1CCC(c2n[nH]c(=O)n2-c2ccccc2)CC1)C1(c2ccccc2)CC1 was read as ALOX12 inh -4.8%.
C=CCN1C[C@@H]2CN(C(=O)C(C)(C)NC(C)=O)C[C@]2(C(=O)O)C1 was read as ALOX12 inh 16.7%.
For Cc1ncccc1C(=O)N1C[C@H]2OC(=O)N(CCc3cccc(Cl)c3)[C@H]2C1 the results were ALOX12 inh 40.5%.
Screening Cn1c(=O)c2c(ncn2CC(=O)Nc2ccccc2Oc2ccccc2Cl)n(C)c1=O returned ALOX12 inh 1.3%.
Cc1ccccc1-c1ccc2c(c1)[C@@H]1C[C@H]3[C@@H](CN1CC2)[C@H](C)OC(C1CCCCC1)N3C (stereo partly drawn) was read as ALOX12 inh -2.6%.
Screening O[C@H]1CC[C@@H](Cc2cc(-c3ccc(F)cc3)on2)O[C@@H]1CNCc1cccnc1 returned ALOX12 inh 22.7%[176 µM].
`O=C(NCCc1cccs1)c1cc(-c2ccccc2)n[nH]1` gave ALOX12 inh -7.0%.
For CCCCCN(CCC(=O)NCCC(C)C)C(=O)c1cc(C)oc1C the results were ALOX12 inh -10.5%.
`N#Cc1nc(-c2ccc(F)cc2)oc1NC1CCCCC1` gave ALOX12 inh 4.1%.
`Cc1ccsc1C(=O)N1CCCCCC1c1nnc(-c2ccccc2)o1` (stereo not drawn) gave ALOX12 inh 19.9%.
For COC(=O)c1c(C)[nH]c(C)c1-c1ccc(Cl)cc1 the results were ALOX12 inh -33.1%.
Screening CN(C)C(=O)C1CN(C(=O)CCC(=O)c2ccc(F)cc2)CC12CCOCC2 (stereo not drawn) returned ALOX12 inh inconclusive.
`CC(COc1cc(F)cc(F)c1)CN1CCC(C(O)(c2ccccc2)c2ccccc2)CC1` (stereo not drawn) gave ALOX12 inh 2.5%.
O=C(CC1CCCC1)N1CC2CC(C1)[C@H]1CCCC(=O)N1C2 (stereo partly drawn) was read as ALOX12 inh inconclusive.
`CC(NC(=O)C1CCN(C(=O)c2ncn3c2COC(c2ccc(Cl)cc2)C3)CC1)c1ccccc1` (stereo not drawn) gave ALOX12 inh 28.9%.
For O=C(CC1C=CCC1)NCCc1ccccn1 (stereo not drawn) the results were ALOX12 inh 30.5%.
`Cc1cnc(SCC2CCCO2)nc1C1CCCN(Cc2nc(-c3ccccc3)cs2)C1` (stereo not drawn) gave ALOX12 inh 14.1%.
`O=C1N(Cc2ccccc2)c2ccc(Br)cc2[C@]12C[C@H](O)CO2` gave ALOX12 inh 0.7%.
For OC(c1nc(Nc2ccc(Cl)cc2)n[nH]1)C1CC1 (stereo not drawn) the results were ALOX12 inh -0.1%[176 µM].
Screening O=C(c1cc(F)cc(F)c1)N1CCC(N2CC3CC(C2)[C@H]2CCCC(=O)N2C3)CC1 (stereo partly drawn) returned ALOX12 inh 37.9%.
COc1cc(C(=O)OCC(=O)NC(N)=O)cc(OC)c1OC was read as ALOX12 inh -13.0%.
Screening Cc1noc(-c2nc(-c3ccncc3)no2)n1 returned ALOX12 inh 15.1%.
`NC(=O)c1ccsc1NC(=O)COC(=O)c1ccc(F)c(F)c1` gave ALOX12 inh 4.3%.
For CCC1CN(C(=O)Cn2cnc3sccc3c2=O)CCO1 (stereo not drawn) the results were ALOX12 inh 15.4%.
For COc1cccc(N2C(=O)NC(=NC3CCCC3)C23CCCN(C(=O)c2ccccc2F)C3)c1 (stereo not drawn) the results were ALOX12 inh 0.0%[6.33 µM].
Screening O=C(NCc1ccc(F)cc1)c1cc2n(n1)CC(c1ccc3c(c1)OCO3)OC2 (stereo not drawn) returned ALOX12 inh 30.7%[activator].
Nc1ccc(C(=O)N/N=C/c2ccc([N+](=O)[O-])cc2)cc1 was read as ALOX12 inh inconclusive.
Screening O=C(Nc1ccc(F)cc1)c1cnc(N2CCCCC2)c2ccccc12 returned ALOX12 inh -4.4%.
O=C(Nc1ccc2oc(C3CC3)nc2c1)c1ccc[nH]c1=O was read as ALOX12 inh -11.3%.
C(=C\c1ccccc1)/C1=NO[C@@H]2[C@H]3CC[C@H](C3)[C@H]12 was read as ALOX12 inh -3.5%.
O=C(c1ccccc1)N1CCC(NCc2cnn(-c3cccc(F)c3)c2)CC1 was read as ALOX12 inh -3.5%.
For COc1ccc(C(=O)N2CCC3(CNc4ccccc4[S+](=O)([O-])N3)C2)cc1 (stereo not drawn) the results were ALOX12 inh 32.3%[activator].
